Assay outcomes from PubChem.
EWS-Fli block – blocks EWS/Fli oncoprotein-driven transcription; inhibition, % at 12.6 µM; 350,000 tested, 0.67% active; AID 651661; A673 NR0B1-luciferase reporter, viability-normalised;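 active means mean inhibition of at least 50% after viability correction, with every replicate also passing that limit; inconclusive means mean reaches 50% but only one of two replicates passes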;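 further: firefly luciferase signal divided by Alamar Blue viability fluorescence both relative to DMSO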
RAD54 inh – RAD54 (human) branch migration inhibition; Q92698; RAD54 Holliday junction branch migration, FAM/BHQ fluorescence; inhibition, % at 10.4 µM; 360,000 tested, 0.14% active; AID 602329;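 active means mean normalized replicate activity at least 40 and at least half of replicates scoring 40 or more; inconclusive means only one of the two criteria met; inactive means mean below 40 and under half of replicates reaching 40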;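 further: 0% = median of neutral control wells and 100% = median of positive control wells; inhibitors cause a drop in the FAM fluorescence signal; in these data hits start at about 50%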
esBAF inh – SWI/SNF esBAF complex inhibition; mouse ES cells, Bmi1-luciferase knock-in reporter, 24 h; 100% = twice the neutral-well signal; reporter increase, % at 12.5 µM; 350,000 tested, 2% active; AID 602393; in the data active means activation above about 40%; inconclusive means no clear call, values can overlap the other calls;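 further: 0% = median of the plate's neutral control wells and 100% = double that signal; a rise in the Bmi1 reporter signal indicates esBAF inhibition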
Xi reactivation – X-chromosome reactivation activator | XiGFP mouse fibroblasts, % GFP-positive cells imaging, 3 d; cells co-treated with 5-aza-dC sensitizer; scaled so ellipticine positive control = 100% | AID 743238 | 360,000 tested, 0.055% active | activation, % at 7.58 µM;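 active means mean normalized replicate activation at least 10% and every replicate at or above 10%; inconclusive means only one of the two criteria met; inactive means mean below 10% and not all replicates reach 10%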;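 further: 0% = median of on-plate neutral control wells and 100% = ellipticine 6 µM median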
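Assay system: SV40-immortalized XiGFP fibroblast cells, line 68-5-11; buffer or medium: DMEM plus 5-aza-dC sensitizer; compound: one concentration, pinned; timing: compounds 3 days, fix/stain 15 min at room temperature; benchmarks: positive control ellipticine, 6 µM final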
RAD52 anneal inh – inhibitors of human RAD52 DNA annealing; recombinant RAD52 DNA annealing, FRET fluorescence; 360,000 tested, 0.46% active; inhibition, % at 18.7 µM; AID 651710;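 active means every replicate showing at least 50% inhibition; inconclusive means mean inhibition at least 50% but not in every replicate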
Target sequence (P43351 whole entry, looked up): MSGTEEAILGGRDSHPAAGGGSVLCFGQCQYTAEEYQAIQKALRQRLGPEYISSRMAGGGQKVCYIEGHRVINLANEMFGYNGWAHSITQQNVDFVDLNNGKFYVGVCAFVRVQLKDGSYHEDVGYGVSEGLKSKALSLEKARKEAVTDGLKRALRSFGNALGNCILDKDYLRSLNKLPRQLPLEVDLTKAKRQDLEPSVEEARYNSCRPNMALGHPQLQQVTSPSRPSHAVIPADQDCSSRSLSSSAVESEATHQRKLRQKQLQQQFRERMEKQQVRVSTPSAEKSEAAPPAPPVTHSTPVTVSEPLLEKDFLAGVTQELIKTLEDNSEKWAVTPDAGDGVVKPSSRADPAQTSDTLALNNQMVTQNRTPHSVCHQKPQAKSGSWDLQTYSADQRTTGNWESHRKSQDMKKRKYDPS
E-sel inducer – E-selectin induction on HUVECs | 260,000 tested, 0.37% active | activation, % at 7.58 µM | HUVEC E-selectin immunofluorescence imaging; normalized: neutral wells 0, TNF-alpha wells 100 | P16581;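 active means mean E-selectin-positive cell signal at least 10% of the positive control, reached in at least 60% of replicates, without over 20% cell loss; inconclusive means no rule given, readout overlaps actives, possibly toxicity-flagged; inactive means the rest, including those meeting only one limit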;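 further: in these data hits start at about 27%; measured in HUVEC primary endothelial cells; signal is the percent of cells scored E-selectin positive by PE staining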
Target sequence (P16581 whole entry, looked up): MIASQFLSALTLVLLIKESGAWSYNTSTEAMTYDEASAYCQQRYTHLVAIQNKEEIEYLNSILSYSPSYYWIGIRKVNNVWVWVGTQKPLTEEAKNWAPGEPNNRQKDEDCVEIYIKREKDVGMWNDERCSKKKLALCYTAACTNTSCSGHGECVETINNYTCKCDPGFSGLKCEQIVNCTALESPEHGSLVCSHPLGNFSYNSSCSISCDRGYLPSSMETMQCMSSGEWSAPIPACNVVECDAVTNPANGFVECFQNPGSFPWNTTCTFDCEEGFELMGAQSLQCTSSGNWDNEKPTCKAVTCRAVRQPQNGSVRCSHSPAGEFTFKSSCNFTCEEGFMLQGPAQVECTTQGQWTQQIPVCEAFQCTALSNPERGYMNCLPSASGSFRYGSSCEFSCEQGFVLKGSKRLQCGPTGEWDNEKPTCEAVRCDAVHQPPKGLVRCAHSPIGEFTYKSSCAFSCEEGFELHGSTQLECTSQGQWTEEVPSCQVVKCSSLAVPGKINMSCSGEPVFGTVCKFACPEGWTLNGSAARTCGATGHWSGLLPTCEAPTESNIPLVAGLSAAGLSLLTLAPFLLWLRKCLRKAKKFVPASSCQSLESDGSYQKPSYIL
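System: HUVEC, human umbilical vein endothelial cells; quantity: 3,000 cells/well; buffer or medium: EGM-2 medium, gelatin-coated wells; dosing: single-point compound dose; detection: immunofluorescence imaging; evaluation: % PE-positive cells; benchmarks: TNF-alpha, DMSO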
S100A4 inh HTS – inhibitors of human S100A4 binding to myosin IIA peptide; 360,000 tested, 0.14% active; inhibition, % at 10.7 µM; AID 652163; S100A4/TAMRA-MyoIIA peptide fluorescence polarization;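 active means mean inhibition of at least 70% across replicates, with every replicate also reaching that level; inconclusive means mean inhibition reaches 70% but some replicates fall short; inactive means mean inhibition below 70%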
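Material: S100A4 monomer protein | Medium: HEPES pH 7.2 with CaCl2, KCl, NaCl, DTT, Triton | Reagent: Labelled myosin peptide probe, 5 nM | Doses: One dose per compound | Times: 5 min incubation before reading | Benchmarks: Neutral control DMSO, positive control TFP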
FN deposit inh – fibronectin deposition inhibition; AH1F fibroblasts, Alexa488-fibronectin deposition fluorescence, overnight; inhibition, % at 12.6 µM; 350,000 tested, 0.086% active; AID 743247;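 active means mean inhibition across replicates of 30% or more, regardless of how many single replicates reach that level; inconclusive means mean under 30% yet at least half of replicates reach 30%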;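 further: positive control wells lacked labelled fibronectin entirely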
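Material: AH1F fibroblast monolayer depositing Alexa488-labelled fibronectin into matrix | Input: 10000 AH1F cells/well | Medium: DMEM plus 2% serum, read in PBS | Reagent: Alexa488-fibronectin, 24 nM final in well | Compound dosing: One dose per compound, pinned | Schedule: 1 h adhesion, overnight exposure | Measured by: Fluorescence at 485 nm excitation, 525 nm emission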
An asterisk follows results filed as active; ? = inconclusive; . = no result given; & = joins results of further samples.

SMILES	EWS-Fli block	RAD54 inh	esBAF inh	Xi reactivation	RAD52 anneal inh	E-sel inducer	S100A4 inh HTS	FN deposit inh
O=C(O)CCN1CCN(S(=O)(=O)c2ccc3ccccc3c2)CC1	7	-10	0	0.1	-4	0.0	-4	1
O=C(NCCc1ccccc1)C1CC(=O)N(C2CCCCC2)C1 (stereo not given)	-3	-6	.	0.4	-10	-1.6	-8	0
O=C1/C(=C/c2ccc(O)cc2)COc2ccccc21	18	-3	22	0.3	-19	-0.2	-2	-5
COc1ccccc1CNS(=O)(=O)CCNC(=O)c1ccccc1	-3	7	.	0.1	-12	.	-7	-7
COc1ccc(NC(=O)Nc2cccc3c2O[C@H](CN(C)C(=O)Nc2ccc(C(F)(F)F)cc2)[C@H](C)CN([C@H](C)CO)C3=O)cc1	-7	2	-3	0.0	.	-0.2	.	.
O=C(Cc1ccccc1)NCC(=O)Nc1ccc(OC(F)(F)F)cc1	-2	-11	-10	-0.1	-14	0.5	-2	0
CCN1CCN(S(=O)(=O)c2ccc(Cl)c(C(=O)Oc3ccc(CC(=O)OC)cc3)c2)CC1	-2	-8	-4	0.0	-19	-0.5	-14	-5
O=C(COC(=O)c1ccc(O)cc1)NCC1CCCO1 (stereo not given)	8	.	.	0.1	-10	0.7	-4	3
CO[C@@H]1CN(C)C(=O)c2cc(NC(=O)Nc3cc(F)ccc3F)ccc2OC[C@H](C)N(C)C[C@@H]1C	7	11	-1	0.0	23	0.3	-6	-17
COC(=O)C[C@@H]1CC[C@@H](NC(=O)c2ccccc2)[C@H](CO)O1	1	-1	1	0.1	13	-0.1	-2	4
CC1(C)OC(=O)C2=C(C[C@@H](CCc3ccccc3)O[C@H]2C2CCCC2)O1	5	.	.	-0.1	-19	0.2	-4	-1
COCCNC(=O)C1(C)CCCN(CCS(=O)(=O)c2ccc(C)cc2)C1 (stereo not given)	-1	3	-3	0.2	-4	.	2	.
O=C(N[C@@H]1C=C[C@@H](CC(=O)N2CCCCC2)O[C@H]1CO)c1ccc2c(c1)OCO2	3	5	-4	-0.1	2	-0.3	4	1
Fc1cnc(N2CCN(c3ccccc3)CC2)nc1N1CCN(c2ccccc2)CC1	15	.	.	0.0	3	1.8	2	30*
CN(C(=O)C1Cc2c(-c3ccccc3Oc3ccccc3)ccnc2O1)c1ccccc1 (stereo not given)	-11	7	-5	0.0	-30	-0.3	-4	-16
CC(=O)C1=C(O)C(=O)N(c2ccc(O)cc2)C1c1ccc(Cl)cc1 (stereo not given)	-2	-7	9	0.0	-31	.	0	6
Cc1ccc(-c2cc(C(=O)NCc3cn(C)nc3C)c3cc(Br)ccc3n2)cc1	.	3	-5	0.1	.	-0.1	.	-1
CC1CCN(C(=O)COC(=O)c2cccc(S(=O)(=O)N(C)c3ccccc3)c2)CC1	-9	7	-1	0.2	-3	-0.3	-5	-2
CCNc1nc(OC)nc(SCC(=O)Nc2ccccc2)n1	-1	-1	8	0.0	-11	-0.4	1	-2
CC(=O)c1cccc(NC(=O)CSc2ccc(-c3cccnc3)nn2)c1	.	-4	-2	0.2	-29	0.1	2	6
Cn1c(=O)c2[nH]c(-c3ccccc3)c(O)c2n(C)c1=O	4	.	.	0.0	-89	.	7	3
CCN(CC)CCNC(=S)Nc1ccc2nc(N3CCCC3)cc(C)c2c1	7	.	0	0.2	76*	.	-2	-5
C[C@@H]1CN([C@H](C)CO)C(=O)Cc2cc(NS(=O)(=O)c3cccs3)ccc2O[C@H]1CN(C)Cc1ccccc1	3	3	4	-0.1	-1	0.1	0	.
NC(=O)NN=C1CCC(O)CC1CC(=O)O (stereo not given)	-1	.	.	-0.2	-23	-0.2	-3	15
CCN(CC(=O)Nc1ccc(Br)cc1F)CC(=O)NC1CCS(=O)(=O)C1 (stereo not given)	10	9	-3	0.0	8	.	0	-9
CC(=O)Nc1ccc(NC(=O)Cc2sc(-c3cccnc3)nc2-c2ccc(C)cc2)cc1	10	-2	12	0.2	-15	0.8	-13	3
CCCN1C[C@H](C)[C@@H](OC)CN(C)C(=O)c2cc(NC(=O)c3ccccc3)ccc2OC[C@@H]1C	-1	-8	7	0.1	-7	-0.2	2	14
O=c1[nH]c(Cc2ccccn2)nc2scc(-c3ccc(Cl)cc3)c12	-2	-9	0	0.0	-18	-0.8	3	-1
COc1ccc(S(=O)(=O)N2C[C@H](O)COC[C@H]3O[C@H](CC(=O)NCCCN4CCOCC4)CC[C@@H]32)cc1	-4	2	-5	0.0	-4	0.0	2	2
CCC(=O)N1CCC2(CC1)CN(Cc1cccc(F)c1)[C@H](CO)c1c2c2ccc(OC)cc2n1C	-3	.	.	0.2	-107	-0.5	.	.
CCOc1ccc(S(=O)(=O)NCc2cccnc2)cc1C(C)C	11	-4	-2	0.0	2	.	2	-3
CCOC(=O)C1CCN(C(=O)CCc2ccccc2)CC1	.	-7	-4	.	-4	.	0	.
CCC(C(=O)NCCCN1CCCCCC1)n1nc(C)c2sc3ccccc3c2c1=O (stereo not given)	.	-13	1	0.0	-8	.	2	-3
O=C1CSC(c2cccnc2)N1Cc1cccnc1 (stereo not given)	6	6	-10	0.1	-16	1.1	5	2
O=C(C1CCC1)N1CCCc2cc(S(=O)(=O)N3CCN(c4ccccc4)CC3)ccc21	.	5	1	0.2	-8	.	-6	3
Cc1cccc(C)c1NC(=O)CNC(=O)c1cccc(S(=O)(=O)NCc2cccs2)c1	7	1	4	-0.7	-12	-1.0	-7	7
O=C(Nc1ccncc1)c1cccc(S(=O)(=O)N2CCc3ccccc32)c1	32	.	.	0.1	-9	.	-31	1
C[C@H]1CN([C@@H](C)CO)C(=O)Cc2cc(NC(=O)CCCCCC(=O)Nc3ccccc3N)ccc2O[C@@H]1CN(C)CC1CC1	9	-5	-1	0.0	25	-0.1	-3	.
O=[N+]([O-])c1cccc(N/N=C/c2cccc3ccccc23)c1	-17	.	15	-0.4	-12	1.0	-1	-12
CCOC(=O)c1[nH]c(C)c(C(=O)NCc2ccc(OC)cc2)c1C	-1	-1	2	0.2	-20	-0.2	-4	-18
Cc1ccc(S(=O)(=O)CCC(=O)OCC(=O)N(C)CC(=O)Nc2ccc(F)cc2)cc1	1	.	.	0.4	-9	-0.2	6	-2
O=C(c1ccc(-n2cccc2)cc1)N1CCCCC1	-17	.	.	0.1	2	.	-2	.
O=C(NNS(=O)(=O)c1ccccc1F)c1ccccc1-n1cccc1	2	-11	-1	0.1	-7	-0.1	-11	6
O=C(CCN1CCOCC1)N1CCCC(Nc2cccc(F)c2)C1 (stereo not given)	9	-3	-6	0.3	-3	.	-1	1
COc1ccc(NC(=O)N(C)C[C@H]2Oc3ccc(NC(=O)Cn4cnnn4)cc3C(=O)N([C@H](C)CO)C[C@H]2C)cc1	-1	1	-2	0.5	-10	-4.3	-15	.
CC1CCCCN1C(=O)CSc1nc2c(c(=O)n(C)c(=O)n2C)n1C (stereo not given)	3	-4	-6	0.4	-9	.	1	8
COc1nccnc1NS(=O)(=O)c1ccc(NCc2ccccc2O)cc1	-3	-7	1	0.1	0	.	-19	-12
COc1ccc(Cn2c(=O)oc3ccccc32)cc1OC	4	3	9	0.0	0	.	-3	-8
COc1ccc2c3c([nH]c2c1)[C@H](CO)N(C(=O)c1ccncc1)CC31CCN(C(=O)Nc2cccc(F)c2)CC1	-14	.	.	0.3	1	0.2	9	.
O=C(CSc1ncccn1)NCCC1=CCCCC1	-18	3	6	0.1	-8	-0.2	-5	-6
CCn1c(CC(=O)Nc2cccc(OC)c2)nnc1SCC(=O)Nc1nccs1	-4	.	-5	.	-17	.	-8	.
CCC1CN(C(=O)N2CCC(C(=O)NCCc3ccccc3OC)CC2)c2ccccc2O1 (stereo not given)	.	-4	3	0.0	-1	.	-1	-14
CCCN1CCN(CC(=O)Nc2nncs2)CC1	13	-6	-1	-0.1	-2	.	-2	-5
COc1ccc(NC(=O)CN(C)CC(=O)Nc2ccc(Cl)c(S(=O)(=O)N(C)C)c2)cc1	3	2	6	0.8	-15	0.0	24	2
O=C(COc1ccccc1)Nc1ccc(N2CCN(C(=O)c3cccs3)CC2)cc1	-7	5	-2	0.0	-4	-0.1	0	0
O=C(CCN1CCCCC1)N[C@@H]1C=C[C@H](CC(=O)N2CCC(Cc3ccccc3)CC2)O[C@@H]1CO	3	-2	4	0.1	15	-0.9	5	-3
CC(C)c1ccc(NC(=O)CCC(=O)NCc2ccco2)cc1	-5	0	-5	0.0	2	-0.2	-5	2
CCNC(=S)N/N=C/c1c(Cl)cccc1Cl	3	.	.	0.2	-12	.	-2	.
C[C@@H]1CN([C@@H](C)CO)C(=O)c2cc(Br)cnc2O[C@H]1CN(C)C(=O)Nc1ccc2c(c1)OCO2	0&-1	10&-3	3&7	0.0&0.0	-17&12	-0.1&0.1	-5&-4	2&-7
CC(Oc1cccc(Cl)c1)C(=O)N1CCN(c2ncccn2)CC1 (stereo not given)	-1	1	-5	0.3	-18	?	8	3

For reference, part of the list above.
SMILES	EWS-Fli block	RAD54 inh	esBAF inh	Xi reactivation	RAD52 anneal inh	E-sel inducer	S100A4 inh HTS	FN deposit inh
COc1ccc(Cn2c(=O)oc3ccccc32)cc1OC	4	3	9	0.0	0	.	-3	-8
COc1ccc2c3c([nH]c2c1)[C@H](CO)N(C(=O)c1ccncc1)CC31CCN(C(=O)Nc2cccc(F)c2)CC1	-14	.	.	0.3	1	0.2	9	.

Going on with the list.
SMILES	EWS-Fli block	RAD54 inh	esBAF inh	Xi reactivation	RAD52 anneal inh	E-sel inducer	S100A4 inh HTS	FN deposit inh
O=C(NCCCn1ccnc1)c1ccc(COc2ccccc2)o1	7	7	0	0.0	3	0.5	13	-7
COc1ccc(Cn2c(O)c(C=Nc3ccc(C)cc3)c3ccccc3c2=O)cc1	-4	6	-8	0.1	-23	-1.4	-6	-8
COc1cccc(/C=N/Nc2ccc(S(=O)(=O)Nc3ccccc3C(=O)O)cc2[N+](=O)[O-])c1O	1	-7	-7	-0.1	3	-0.1	8	6
CNC(=S)Nc1cccc(Cl)c1C	-6	8	-1	0.0	-27	.	0	.
COc1cccc(/C=N/NC(=O)CN(CCc2ccccc2)S(=O)(=O)c2ccc(NC(C)=O)cc2)c1	14	.	11	0.0	3	.	2	-2
CCN(CC)CCN1C(=O)C(=O)/C(=C(/O)c2ccc(S(=O)(=O)N3CCOCC3)cc2)C1c1ccccc1 (stereo not given)	.	-4	-6	0.3	-12	.	-6	16
COc1cc(S(=O)(=O)N2CCOCC2)cc(C(=O)OCC(=O)NCc2ccco2)c1OC	1	11	1	0.0	-16	-0.3	-4	-1
CN1CCN(c2nc3c(c(=O)n(C)c(=O)n3C)n2Cc2ccc(F)cc2)CC1	1	3	-6	0.0	9	.	-2	2
